GlmU inhibition: inhibition of mycobacterial GlmU enzyme – biochemical, glucosamine-1-phosphate acetyltransferase (AID 1376); one-dose inhibition, %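 (tested at 30 µM in the primary screen)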; IC50 in µM for titrated hits; M. tuberculosis GlmU acetyltransferase enzyme assay; higher % means a stronger effect; 0.25% of 220,000 active; in the data active = inhibition above about 13%; inconclusive = no clear call, values can overlap the other calls;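 also: 0% = complete reaction with vehicle and 100% = reaction without substrate; strong numbers were not always called active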
Mtb RmlCD inh: inhibitors of Mycobacterium tuberculosis RmlC and RmlD coupled enzymes. RmlC+RmlD coupled enzyme assay, percent inhibition; primary screen in compound mixtures. inhibition, % at 3.6 µM. 0.03% of 160,000 active. AID 1533; in the data active = inhibition mostly above about 34%, no sharp cut-off; inconclusive = no clear call, values can overlap the other calls; inactive = mostly below about 22%; also: some results filed as inactive read as strong as hits
Target sequence (P9WH09 whole entry, looked up): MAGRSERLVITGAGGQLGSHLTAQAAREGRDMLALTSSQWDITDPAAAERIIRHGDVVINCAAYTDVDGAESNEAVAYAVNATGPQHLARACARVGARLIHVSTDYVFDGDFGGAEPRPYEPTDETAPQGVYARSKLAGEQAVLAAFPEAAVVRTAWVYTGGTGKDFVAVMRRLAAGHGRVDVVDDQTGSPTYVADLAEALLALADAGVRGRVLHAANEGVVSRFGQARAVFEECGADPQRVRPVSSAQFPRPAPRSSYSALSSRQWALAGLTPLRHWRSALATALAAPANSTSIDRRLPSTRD
Target sequence (P9WH11 whole entry, looked up): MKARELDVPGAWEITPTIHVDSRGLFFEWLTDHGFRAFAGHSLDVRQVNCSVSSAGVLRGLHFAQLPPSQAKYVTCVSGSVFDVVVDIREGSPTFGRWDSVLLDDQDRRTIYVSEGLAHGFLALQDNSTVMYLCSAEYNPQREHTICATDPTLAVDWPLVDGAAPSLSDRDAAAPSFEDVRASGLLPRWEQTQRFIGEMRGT
Active calls of the source: *; ? = inconclusive; . = not tested or not shown. An excerpt; the hit share may differ from the screen's.

no. | compound | GlmU inhibition | Mtb RmlCD inh
1 | c1cncc(C2OCC3(CO2)COC(c2cccnc2)OC3)c1 (centres undefined) | -1.6% | 13.4
2 | Cc1ccc2nc(-c3ccc(NC(=O)c4cccnc4)cc3)oc2c1 | -0.6% | 6.4
3 | O=C(NCC1CCCO1)c1ccc(COc2ccc(Br)cc2)cc1 (centres undefined) | 0.1% | 6.8
4 | O=C(CC1CCCCC1)NCc1ccccn1 | -2.5% | 6.8
5 | Cc1occc1C(=O)NCc1ccccc1F | -1.8% | .
6 | CCn1c(SCC(=O)Nc2ccc(C(C)=O)cc2)nc2nc3c(cc2c1=O)CCCC3 | -3.7% | .
7 | COc1ccc(CCNC(=O)CSc2ccsc2[N+](=O)[O-])c(OC)c1 | 1.9% | -5.8
8 | Cc1ccc2nc3c(cc(C(=O)NCc4ccco4)c(=N)n3Cc3ccco3)c(=O)n2c1 | 8.7% | 5.6
9 | CC(C)(C)C(=O)N1CCc2cc(-c3csc(N)n3)ccc21 | 1.4% | 15.9
10 | Cc1nc2c(C)cccn2c1/C(O)=C1\C(=O)C(=O)N(CCN2CCOCC2)C1c1ccncc1 (centres undefined) | -0.3% | .
11 | CC1=C(C(=O)Nc2ccccc2)C(c2ccco2)C(C#N)=C(SCC(N)=O)N1 (centres undefined) | -6.5% | .
12 | CCOC(=O)N1CCc2c(sc(NC(=O)c3ccc(S(=O)(=O)N4CCCC4)cc3)c2C#N)C1 | . | 9.8
13 | CCOC(=O)c1[nH]c(C)c(C(=O)NC(C)(C)C)c1C | -9.1% | .
14 | CC(C)NC(=O)c1cc(-c2cccs2)on1 | 8.4% | 2.0
15 | CCOc1ccc2[nH]c(=O)c(CN(CCO)C(c3nnnn3C3CCCCC3)C(C)C)cc2c1 (centres undefined) | 0.6% | .
16 | CCN(CC)C(C)C#CCC(c1ccccc1)c1ccccc1 (centres undefined) | -1.5% | .
17 | Cc1ccc(CNC(=O)CSCc2ccc(F)cc2)cc1 | 2.1% | 0.7
18 | COc1ccc(NC(=O)N2CCCC(c3nc(-c4ccc(C(C)C)cc4)no3)C2)cc1 (centres undefined) | 0.8% | 11.0
19 | CCC(=O)NC(=S)Nc1cccc(-c2nc3ncccc3o2)c1 | 8.9% | 9.6
20 | COc1ccc(-c2cc3ccccc3n2CC(O)CN2CCCCC2)cc1 (centres undefined) | 0.3% | -4.4
21 | COc1ccc2c(c1OC)C(=O)N(c1ccc3c(c1)CCC3)C2=O | 0.8% | .
22 | COc1ccc(N2C(=S)N(C(=O)c3ccccc3)C(=Nc3ccccc3)C2=Nc2ccccc2)cc1 | -4.7% | .
23 | CCOC(=O)C(NC(=O)Cc1ccccc1)(Nc1cc(C)on1)C(F)(F)F (centres undefined) | -3.4% | .
24 | CCOC(=O)c1c(NC(=O)c2c(-c3ccccc3)noc2C)sc(C)c1-c1ccccc1 | -3.3% | -0.7
25 | O=c1[nH]c(C2CC2)nc2sc3c(c12)CCCC3 | 3.2% | .
26 | C=CCN1C(=O)/C(=C/C=C2/N(CC)c3ccc(S(=O)(=O)N(C)C)cc3N2CC)SC1=S | 0.9% | 3.0
27 | CC(=O)N1N=C(c2ccco2)CC1c1cccs1 (centres undefined) | 0.1% | 11.3
28 | CCCCC(=O)Nc1nnnn1CCC | 6.8% | 16.4
29 | CCNC(=S)NNc1nncc2ccccc12 | -2.3% | 5.3
30 | COc1cccc(CN2CCNC(=O)C2CC(=O)NCc2cn3ccc(C)cc3n2)c1OC (centres undefined) | -1.0% | 1.3
31 | CCOc1ccc(NC(=S)N2CCCN(Cc3cccc(Cl)c3)C2)cc1 | -3.6% | 6.0
32 | CS(=O)(=O)N1CCCC(C(=O)NCCN2CCC(Cc3ccccc3)CC2)C1 (centres undefined) | -4.2% | -0.1
33 | CCOC(=O)c1c(-c2ccc(F)cc2)csc1NC(=O)CN1C(=O)NC2(CCCCC2C)C1=O (centres undefined) | -5.3% | .
34 | O=C1CCC([N+](=O)[O-])C(c2ccc(Cl)cc2)N1 (centres undefined) | 0.5% | -3.2
35 | Cc1cccc(N=C2NN=C(c3ccccc3F)CS2)c1C | 0.5% | -15.4
36 | CCOc1ccccc1CNC(=O)c1cc2oc3ccccc3c2n1CC | -3.2% | -4.2
37 | COc1cc(/C=C2\SC(=S)N(CC(=O)NC3=NCCS3)C2=O)cc(OC)c1OC | -10.7% | 3.8
38 | COc1ccc(C2=NC(c3ccccc3)CO2)cc1 (centres undefined) | -0.2% | .
39 | CCCc1n[nH]c2c1C(=O)CC(C)(C)C2 | 1.3% | -6.5
40 | O=C(CSc1ccc(-c2ccccn2)nn1)NCc1ccc(F)cc1 | -8.0% | .
41 | C=CCn1c(CCSCc2ccccc2)n[nH]c1=S | 1.3% | 0.1
42 | Cc1ccc(N(CC(=O)Nc2ccccc2C(=O)N2CCOCC2)S(C)(=O)=O)cc1 | 0.0% | .
43 | CCN(CC(=O)NCc1ccc(Cl)cc1)C(=O)/C=C/c1cccs1 | 6.2% | 23.4
44 | CC(C)c1nc2c(c(=O)n(C)c(=O)n2C)n1C | -4.6% | .
45 | CCOC(=O)c1[nH]ncc1CN1CCC(Cc2ccccc2)(C(=O)OCC)CC1 | -0.2% | -0.3
46 | O=C(NC1CC1)c1cc2c(F)cccc2s1 | -0.3% | -1.4
47 | Cc1cc(C)c(C#N)c(SCc2nnc(-c3ccccc3)o2)n1 | 2.8% | .
48 | CC(C)(Oc1ccc(Cl)cc1)C(=O)N1CCN(c2ccccn2)CC1 | 1.2% | -6.6
49 | CCN(C(=O)COC(=O)c1ccccc1SCC(=O)NC1CCCCCCC1)C1CCS(=O)(=O)C1 (centres undefined) | -2.2% | -6.3
50 | Cc1ccc(CC(NC(=O)c2ccccc2)C(=O)N2CCCC2C(=O)O)cc1 (centres undefined) | -6.0% | -7.7
51 | CCn1c(SCC(=O)NC2CCCC2)nnc1-c1c[nH]c2ccccc12 | 4.3% | 8.1
52 | CC(=O)c1cccc(S(=O)(=O)NC2CCCCCC2)c1 | 0.1% | 5.2
53 | COC(=O)Cc1[nH]nc2c1C1(C(=O)N(Cc3ccc(Cl)cc3)c3ccccc31)C(C#N)=C(N)O2 (centres undefined) | 3.8% | -3.3
54 | CCC1(C)Cc2c(sc3[nH]c(=S)n(Cc4ccccc4)c(=O)c23)CO1 (centres undefined) | 4.7% | -1.0
55 | CCOc1ccc(N2C(=O)CC(NCCc3ccncc3)C2=O)cc1 (centres undefined) | -6.8% | 0.6
56 | O=C(NCc1ccccc1Cl)c1ccc2nc[nH]c2c1 | -1.2% | 1.0
57 | COc1ccc(C2OC(=O)CC2C(=O)NC(C)C)cc1 (centres undefined) | 3.3% | .
58 | COc1ccccc1-c1c(C)nn2c(N3CCC(C(N)=O)CC3)cc(C)nc12 | 0.6% | 8.9
59 | CC(C)Nc1nc(NC(C)C)nc(N(C)C(N)=O)n1 | -1.3% | -14.6
60 | CSc1ccccc1C(=O)NCCOc1cccc(C)c1 | 0.1% | 24.6

Additional records follow:
no. | compound | GlmU inhibition | Mtb RmlCD inh
61 | CCCCN(C)S(=O)(=O)c1ccc(C(=O)Nc2nnc(-c3ccco3)o2)cc1 | 0.5% | 7.8
62 | CC(C)c1cc(NCCCN2CCOCC2)n2c(nc3ccccc32)c1C#N | 2.6% | .
63 | CC(C)(C)CC(=O)NCCCCCCNC(=O)CC(C)(C)C | -1.4% | 1.1
64 | CCOc1ccc(CCNC(=O)CN2CCN(Cc3ccccc3C)C2=O)cc1OCC | -3.1% | ?
65 | C/C(=C/c1oc2ccc(O)cc2c1[N+](=O)[O-])N(C)C | -0.7% | 13.4
66 | Cc1c(Cl)cccc1NC(=S)NCC(c1cccnc1)N(C)C (centres undefined) | -3.5% | 19.0
67 | O=C(NCc1c(Cl)cccc1Cl)c1ccc2nnsc2c1 | . | -0.4
68 | Cc1ccc(NC(=O)CSc2ccc(-c3ccco3)nn2)c(C)c1 | 2.4% | 47.5
69 | Fc1ccc(CSc2ncnc3nc[nH]c23)cc1 | 3.5% | 9.6
70 | CCOc1ccc(OCc2ccc(C(=O)N3CCc4ccccc4C3)o2)cc1 | -2.2% | 5.2
71 | COc1cc(NC(=S)NCCO)c(OC)cc1Cl | 4.2% | 9.4
72 | CC(C(=O)Nc1ccc2c(c1)OCCO2)N(C)Cc1c(F)cccc1Cl (centres undefined) | 1.2% | 1.9
73 | COc1cccc(OC)c1C(=O)NC(=S)Nc1ccc2oc(-c3ccncc3)nc2c1 | -6.0% | 4.1
74 | O=C1/C(=C/c2cccs2)NC(=S)N1C1CC1 | 6.0% | 5.7
75 | CC(C)C[C@H](NC(=O)NCc1ccccc1Cl)C(=O)O | -2.4% | .
76 | COc1ccc(-c2cn[nH]c2N)c(OC)c1 | -5.5% | 2.6
77 | CCN(C(=O)CN1CC(C)OC(C)C1)c1c(N)n(Cc2ccccc2)c(=O)[nH]c1=O (centres undefined) | 1.6% | -7.8
78 | Cc1sc(C(=O)NCc2cccnc2)c2nc(C)n(CC(=O)NCc3cccnc3)c(=O)c12 | 1.0% | .
79 | Cc1cc(C(=O)N/N=C/c2ccc(-c3ccccc3Cl)o2)n[nH]1 | -7.2% | 6.0
80 | Cc1nn2c(C)nc3sc4c(c3c2nc1=O)CC(C)(C)OC4 | -3.8% | 2.0
81 | N#CC1(c2ccccc2)CCN(C2CC(=O)N(c3ccc(F)cc3)C2=O)CC1 (centres undefined) | 6.8% | -11.7
82 | O=c1cnc(-c2ccc(Cl)cc2)cn1O | -2.3% | 14.9
83 | COc1ccc(-c2ccc(CCC(=O)O)n2Cc2ccco2)cc1 | 1.2% | 9.2
84 | COc1ccc(CC(=O)Nc2ccc(-c3cn4ccccc4n3)cc2)cc1OC | -8.2% | 0.5
85 | Cc1c(O)cccc1C(=O)N[C@@H](CSc1ccccc1)[C@H](O)CN1C[C@H]2CCCC[C@H]2C[C@H]1C(=O)NC(C)(C)C | 2.9% | .
86 | COc1ccc(-n2ncc3c(=O)n(CC(=O)Nc4ccc(S(=O)(=O)N5CCOCC5)cc4)cnc32)cc1 | 1.6% | .
87 | CCN1CCN(C(c2cccs2)C(C)NC(=O)CC(C)C)CC1 (centres undefined) | -5.5% | -5.7
88 | O=C(CSc1nc2ccsc2c(=O)n1Cc1ccccc1)NCC1CCCO1 (centres undefined) | -4.0% | -2.4
89 | N#Cc1cccc(NCC(=O)Nc2ccc3c(c2)OCCO3)c1 | 3.5% | -7.7
90 | COc1ccc2[nH]c(=O)c(CN(CCO)C(=O)c3ccccc3F)cc2c1 | 3.7% | 4.6
91 | Cc1ccc(OCCNC(=O)c2ccccc2N)cc1 | 6.7% | 0.9
92 | O=C(CSc1nc2ccccc2c(=O)n1-c1ccccc1)N1CCCC1 | -2.1% | -7.2
93 | Cc1cccc(NC(=O)CSc2ncnc3nc[nH]c23)c1 | 2.4% | -15.0
94 | CCCCC(NC(C)=O)c1nc2ccccc2[nH]1 (centres undefined) | 0.6% | .
95 | Cc1nc2ccccn2c1/C(O)=C1\C(=O)C(=O)N(CCCn2ccnc2)C1c1ccncc1 (centres undefined) | 0.3% | -0.8
96 | Cc1ccc(OCCN2C(=O)NC3(CCc4ccccc4C3)C2=O)cc1 (centres undefined) | 2.6% | -13.5
97 | COC(=O)c1cnc(Oc2ccc(NC(=O)NC(=O)c3c(F)cccc3F)cc2)cc1C(F)(F)F | 5.6% | .
98 | C#CCNc1cc(-c2ccccc2)nc2ncnn12 | 8.7% | -5.9
99 | O=C1CCSc2ccc(Cl)cc2N1Cc1ccccc1 | 1.0% | .
100 | O=c1cc(C(F)(F)F)[nH]c2c(OC(F)(F)F)cccc12 | 0.9% | .
101 | O=C(NNC(=S)NCc1ccccc1)c1ccc(OC(F)F)cc1 | 1.2% | -6.6
102 | O=C(O)C1CC(=O)N(c2ccc(OCc3c(F)cccc3Cl)cc2)C1 (centres undefined) | -0.4% | .
103 | COC(=O)C1=C(C(=O)OC)[C@@H]2N(C)c3ccccc3[C@@]23C[C@@H](C(=O)OC)N(C(=O)c2ccc(Br)cc2)C3=N1 | -0.8% | .
104 | CCOC(=O)c1[nH]c(C)c(/C(O)=C2\C(=O)C(=O)N(CCCn3ccnc3)C2c2ccncc2)c1C (centres undefined) | 0.2% | 4.9
105 | COC(=O)c1cccc(N2C(=O)C3CC=CCC3C2=O)c1 (centres undefined) | -3.4% | .
106 | COc1ccc(-c2nn(C)c(=O)c3ccccc23)cc1CNC(=O)NC1CCCCC1 | -2.7% | .
107 | COc1ccc(C2=C(Nc3ccc(C)cc3)c3ccccc3C2=O)cc1 | -4.6% | -8.3
108 | CCOC(=O)N1CCC(N2CCCC(C(=O)c3ccccc3OC)C2)CC1 (centres undefined) | 0.6% | .
109 | COCCN(CCOC)Cc1c(O)ccc2c3c(c(=O)oc12)CCC3 | 2.4% | -1.8
110 | COC(=O)c1ccc(C(=O)OC)c(NC(=S)N2CC(C)CC(C)C2)c1 (centres undefined) | 0.5% | -3.8
111 | Cc1cccc(NC(=O)N2CCC(NC(=O)c3ccco3)CC2)c1 | 2.8% | -0.6
112 | CCCn1c(-c2nonc2N)nc2ccccc21 | 4.2% | .
113 | CCN(CC)C(=S)SCC(=O)Nc1nc(-c2ccccc2)c(-c2ccccc2)o1 | 8.3% | 0.7
114 | Cc1c(C(=O)NCCC2=CCCCC2)cccc1[N+](=O)[O-] | -4.1% | .
115 | CCCCOc1ccc(CSC(=N)N)cc1[N+](=O)[O-] | -12.5% | 8.0
116 | O=C1c2ccccc2C(Nc2ccc3c(c2)OCCO3)N1c1ccccn1 (centres undefined) | -0.4% | -4.8

Profiles, looked up by structure:
COC(=O)c1ccc(C(=O)OC)c(NC(=S)N2CC(C)CC(C)C2)c1 (centres undefined) is listed as GlmU inhibition = 0.5%; Mtb RmlCD inh = -3.8
CCCCOc1ccc(CSC(=N)N)cc1[N+](=O)[O-] is listed as GlmU inhibition = -12.5%; Mtb RmlCD inh = 8.0
O=C1c2ccccc2C(Nc2ccc3c(c2)OCCO3)N1c1ccccn1 (centres undefined) is listed as GlmU inhibition = -0.4%; Mtb RmlCD inh = -4.8
